GAA glycogen – qHTS Assay for Inhibitors and Activators of Human alpha-Glucosidase Cleavage of Glycogen; actives 0.38% (n = 300,000); recombinant GAA, glycogen substrate, Amplex Red glucose oxidase fluorescence; Potency, µM (top dose mostly 76.4 µM), for the others: at the top dose activity change, negative = inhibition, hits mostly inhibitors;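 also: 0% = full enzyme reaction and -100% = no-enzyme basal signal; the screen sought inhibitors and activators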
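Recombinant enzyme (4 nM final) with compounds titrated up to 77 uM and bovine liver glycogen (30 ug) in citrate pH 5.0, 0.01% Tween-20, 37 C 40 min. Released glucose detected by Amplex Red/glucose oxidase (Ex 573/Em 610); AC50 from Hill fits.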
HTT aggregate – qHTS Multiplex Assay to Identify Dual Action Probes in a Cell Model of Huntington: Aggregate Formation (GFP); Potency, µM (highest dose often 46.1 µM), inactives show top-dose activity change, negative = inhibition, hits mostly inhibitors; AID 1688, 2009; actives 1.1% (n = 220,000); PC12 HttQ103-GFP aggregates, Acumen cytometry, 40 h; also: % is scaled to controls: 0 for no effect and ±100 for the full control effect; nearly all actives have a fitted effect of over 60% in size
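Steps: seed 1500 PC12 HTTQ103-GFP cells/well; add tebufenozide, 100 nM final; add compound titration; add ATPLite reagent; quantify GFP aggregates by laser scanning cytometry.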
aGlu spleen mod – qHTS Assay for Inhibitors and Activators of Human alpha-Glucosidase From Spleen Homogenate; Lysosomal alpha-glucosidase (Homo sapiens), P10253; human spleen homogenate, 4-MU-alpha-glucoside fluorescence; Potency, µM (highest dose often 79.9 µM), for the others: at the highest dose activity change, negative = inhibition, usual class: inhibitors; actives 0.006% (n = 240,000); AID 2112, 2009;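 also: 0% = enzyme with vehicle and -100% = no enzyme basal signal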
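Compounds were titrated against alpha-glucosidase in spleen homogenate at pH 5.0, with 1 mM 4-methylumbelliferyl substrate for 40 min at 37 C. Reactions were quenched with pH 10 NaOH/glycine and fluorescence measured.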
GoLoco inh red – qHTS Assay for Inhibitors of RGS12 GoLoco Motif Activity (Red Fluorophore); Guanine nucleotide-binding protein G(i) subunit alpha-1 (Homo sapiens), P63096; Potency, µM (highest dose often 61.6 µM), for the others: at the highest dose activity, negative = inhibition, usual class: inhibitors; actives 0.44% (n = 230,000); AID 880, 2007; Gai1:RGS12 GoLoco peptide FP, rhodamine, 10 min; active = well fitted inhibition curve with a large enough effect, not every such curve was filed as active; inactive = no such curve, though single readings can be large or run the other way; also: % is scaled to controls: 0 for no effect and ±100 for the full control effect; nearly all actives have a fitted effect of over 30% in size; many of its hits are not listed in these tables
Target sequence (P63096 whole entry, looked up): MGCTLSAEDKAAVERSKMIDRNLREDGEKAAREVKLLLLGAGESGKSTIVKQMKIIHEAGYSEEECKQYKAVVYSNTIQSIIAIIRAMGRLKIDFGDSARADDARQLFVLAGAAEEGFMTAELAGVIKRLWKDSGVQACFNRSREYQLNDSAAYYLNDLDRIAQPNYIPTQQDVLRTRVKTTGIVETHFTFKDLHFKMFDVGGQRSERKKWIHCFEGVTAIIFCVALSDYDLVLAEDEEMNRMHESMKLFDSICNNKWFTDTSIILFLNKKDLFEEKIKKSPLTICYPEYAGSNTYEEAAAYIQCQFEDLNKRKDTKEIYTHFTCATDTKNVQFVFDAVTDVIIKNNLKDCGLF
GAA inhib – qHTS Assay for Inhibitors of Human alpha-Glucosidase as a Potential Chaperone Treatment of Pompe Disease | Lysosomal alpha-glucosidase (Homo sapiens), P10253 | purified human GAA, 4-MU-alpha-glucoside fluorescence | Potency, µM (titrated, usually from 76.9 µM), for the others: at the top dose activity change, negative = inhibition, most hits filed as inhibitors | actives 0.005% (n = 200,000) | AID 1466, 2008;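 also: plate controls were uninhibited enzyme wells for no effect and no-enzyme background for full effect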
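Enzyme (4 nM final) mixed with compound (up to 77 uM), then 4-MU-alpha-D-pyranoside (400 uM final) added; 20 min at room temperature, pH 5.0. Reaction stopped at pH 10, fluorescence read, AC50 derived by Hill fit.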
HTT ATP protect – qHTS Multiplex Assay to Identify Dual Action Probes in a Cell Model of Huntington: Cytoprotection (ATP) | Potency, µM (highest dose often 56.4 µM), inactives show cytoprotection (ATP increase), usual class: activators | AID 1471, 2008 | actives 0.14% (n = 230,000) | PC12 HTT-Q103 induced, cytoprotection, ATP luminescence, 40 h;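 also: % of control where 0% means no effect; nearly all actives have a fitted effect of over 45% in size; toxic huntingtin expression switched on by the ecdysone agonist tebufenozide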
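Compounds were screened for protection of PC12 cells against cell death after tebufenozide induction (100 nM final) of mutant Huntingtin exon 1 (Q103) fused to GFP.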
IMPase Li inh – qHTS Assay for Identifying the Cell-Membrane Permeable IMPase Inhibitors: Potentiation with Lithium. actives 0.35% (n = 210,000). Potency, µM (titrated, usually from 59.4 µM), for the others: at the top dose activity, negative = IMPase inhibition, hits mostly inhibitors. CHO-M1 cells, IP1 TR-FRET (IP-One), carbachol + lithium;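 also: IP1 builds up when IMPase is blocked and the TR-FRET signal falls; plate controls were basal vehicle for no effect and high inhibitor control for full effect; nearly all actives have a fitted effect of over 50% in size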
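CHO-M1, 2000 cells/well, 16–30 h culture; cpd + low Li+, 30 min 37C; lysis with d2-IP1/Eu-anti-IP1 Ab, 10 min RT; TR-FRET 665/620 ratio and 620 channel; AC50 via Hill.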
Starred values were filed as active, the others as inactive; ? = inconclusive; . = no result given; [ ] = another dose, or the depositor's remark. Unless noted, calls follow the shape of the dose curve; as a rule, active = well fitted curve in the direction sought with a large enough effect; inconclusive = small, poorly fitted or top-dose-only effect, or another doubt; inactive = no such curve, though single readings can be large; an effect the other way counts as inactive or inconclusive. Potency is read from the fitted curve at half-maximal effect.

Below each SMILES: GAA glycogen, HTT aggregate, aGlu spleen mod, GoLoco inh red, GAA inhib, HTT ATP protect, IMPase Li inh
1	Cc1ccc(S(=O)(=O)N/N=C2/CC(c3ccccc3)Oc3ccccc32)cc1[N+](=O)[O-] (centres undefined)
→ 18%, ?, -2%, 16%, -7%, -136%[inhibitor], ?
2	O=C(NCc1ccco1)/C(=C\C=C\c1ccccc1)NC(=O)c1ccco1
→ -9%, 22%[9.22 µM], -8%, 2%, ., 27%[10 µM], .
3	CCN(CC)S(=O)(=O)c1cc(NC(=O)COc2ccc(C#N)cc2OC)ccc1C
→ 2%, -4%, 7%, 6%, -5%, -9%[10 µM], 3%
4	CCC1=Nc2ccccc2NC2=C1C(=O)CCC2
→ -16%, -13%, 1%, 19%, -9%, -27%, 31%[activator][38.3 µM]
5	Cc1ccc(C2C(C(N)=S)=C(N)OC3=C2C(=O)CC(C)(C)C3)cc1 (centres undefined)
→ ?, -16%, 1%, 10%, -3%, 5%[10 µM], -10%
6	c1cnc2c(C3NCCc4c3[nH]c3ccccc43)cccc2c1 (centres undefined)
→ -5%, 10%[9.22 µM], 3%, 7%, ., 1%[10 µM], 7%
7	Clc1ccc(-n2nnnc2SCc2c(-c3ccccc3)nc3sccn23)cc1
→ 1%, ?, 4%, -2%, -6%, -38%, 0%[38.3 µM]
8	COc1ccc(NC(=O)CC(CC(=O)O)c2cc(OC)c(OC)c(OC)c2)cc1 (centres undefined)
→ 2%, -12%[9.22 µM], -5%, -4%, ., 21%[10 µM], .
9	CCOC(=O)C(CCC#N)(CCC#N)C(=O)OCC
→ -1%, 3%, 4%, 10%, 2%, -7%, -4%[38.3 µM]
10	CSc1nc(Oc2cccc(C(F)(F)F)c2)cc(C(F)(F)F)n1
→ 2%, -5%, -1%, -3%, 6%, -1%, -6%[38.3 µM]
11	Cc1ccc(NC(=O)CN(C)C(=O)C2COc3ccccc3O2)cc1 (centres undefined)
→ -9%, -8%, -21%, -5%, -6%, -12%, 0%
12	COc1oc(-c2ccccc2)nc1C(F)(F)F
→ 15%, 1%, 0%, -6%, -1%, -1%, 15%[38.3 µM]
13	Nc1ccc2nc(-c3ccc(Cl)cc3)[nH]c2c1
→ 0%, 17%, 5%, 18%, ?, -92%[inhibitor], 10µM*
14	O=C(/C=C/c1ccccc1)Nc1ccc(NC(=O)c2cccs2)cc1
→ 4%, -3%[9.22 µM], 3%, 0%, ., 9%[10 µM], .
15	COCC(C)OC(=O)c1c(N)n(-c2ccc(OC)c(OC)c2)c2nc3ccccc3nc12 (centres undefined)
→ 3%, -1%[9.22 µM], 0%, -5%, 1%[15.4 µM], 15%[10 µM], .
16	O=C(CN1CCOCCOCCN(CC(=O)Nc2ccccc2)CCOCC1)Nc1ccccc1
→ 8%, 12%, 0%, ., -3%, -1%, .
17	COCCNC(=O)C(=O)c1c(-c2ccccc2)[nH]c2ccccc12
→ -1%, -3%, -15%, -6%, -5%, -52%[inhibitor], 2%
18	Cc1ccc(/C=C/C(=O)Nc2ccc(S(N)(=O)=O)cc2)o1
→ -14%, -1%[9.22 µM], 9%, -7%, 7%, 0%[10 µM], 3%
19	COc1ccc(Cn2cccc(NC(=O)Nc3ccc(F)cc3)c2=O)cc1
→ -9%, 8%[9.22 µM], 0%, 4%, 6%, -10%[10 µM], 6%
20	O=C1CN=C(Nc2cccc(C(F)(F)F)c2)N1C1CCCC1
→ -2%, -4%, -5%, -2%, -1%, -4%, 23%[38.3 µM]

Molecules from the list above containing a furan ring, fused or not, in the order listed:
Below each SMILES: GAA glycogen, HTT aggregate, aGlu spleen mod, GoLoco inh red, GAA inhib, HTT ATP protect, IMPase Li inh
2	O=C(NCc1ccco1)/C(=C\C=C\c1ccccc1)NC(=O)c1ccco1
→ -9%, 22%[9.22 µM], -8%, 2%, ., 27%[10 µM], .
18	Cc1ccc(/C=C/C(=O)Nc2ccc(S(N)(=O)=O)cc2)o1
→ -14%, -1%[9.22 µM], 9%, -7%, 7%, 0%[10 µM], 3%

Six structures already listed, ordered by heavy-atom count, largest number first.
Below each SMILES: GAA glycogen, HTT aggregate, aGlu spleen mod, GoLoco inh red, GAA inhib, HTT ATP protect, IMPase Li inh
16	O=C(CN1CCOCCOCCN(CC(=O)Nc2ccccc2)CCOCC1)Nc1ccccc1
→ 8%, 12%, 0%, ., -3%, -1%, .
19	COc1ccc(Cn2cccc(NC(=O)Nc3ccc(F)cc3)c2=O)cc1
→ -9%, 8%[9.22 µM], 0%, 4%, 6%, -10%[10 µM], 6%
14	O=C(/C=C/c1ccccc1)Nc1ccc(NC(=O)c2cccs2)cc1
→ 4%, -3%[9.22 µM], 3%, 0%, ., 9%[10 µM], .
6	c1cnc2c(C3NCCc4c3[nH]c3ccccc43)cccc2c1 (centres undefined)
→ -5%, 10%[9.22 µM], 3%, 7%, ., 1%[10 µM], 7%
18	Cc1ccc(/C=C/C(=O)Nc2ccc(S(N)(=O)=O)cc2)o1
→ -14%, -1%[9.22 µM], 9%, -7%, 7%, 0%[10 µM], 3%
12	COc1oc(-c2ccccc2)nc1C(F)(F)F
→ 15%, 1%, 0%, -6%, -1%, -1%, 15%[38.3 µM]

The listing continues.
Below each SMILES: GAA glycogen, HTT aggregate, aGlu spleen mod, GoLoco inh red, GAA inhib, HTT ATP protect, IMPase Li inh
21	O=C(CN1CCN(c2ccc(F)cc2)CC1)NCC1CCCO1 (centres undefined)
→ 4%, 38%, -10%, 8%, -1%, -2%, -13%[38.3 µM]
22	CC(=O)Oc1c(C)cc(O)c2ccccc12
→ 14µM*, 14µM*, 2%, 7%, 2%, -106%[inhibitor], 24%[38.3 µM]
23	CCOc1ccc(N(CC(=O)NCc2ccccc2)S(C)(=O)=O)cc1
→ -4%, -8%, 0%, 0%, -1%, -4%, -2%[38.3 µM]
24	Cc1cccc2sc(NNC(=O)c3ccc(S(=O)(=O)N4CCCC(C)C4)cc3)nc12 (centres undefined)
→ -3%, ?, -2%, -6%, -10%, ., 6%
25	O=C(CNc1ccccc1Cl)N/N=C1\CCCc2ccccc21
→ -2%, -14%[9.22 µM], 4%, 12%, 1%, -29%[10 µM], 12%
26	O=C1c2ccccc2C(=O)N1CC1c2ccccc2CCN1C(=O)CN1CCOCC1 (centres undefined)
→ -3%, -6%, -4%, 4%, -8%, 23%, -6%
27	Cc1ccc(OCCCC(=O)NC(C)c2ccccc2)cc1 (centres undefined)
→ -2%, -12%, -7%, 6%, -4%, -9%[10 µM], 12%[38.3 µM]
28	O=C(NCCOCc1ccccc1)C(c1ccccc1)c1ccccc1
→ -2%, ?, -1%, 8%, -2%, -133%[inhibitor], 9%
29	CC1(C)C(C=C(Cl)Cl)C1C(=O)N1CCN(Cc2ccccc2)CC1 (centres undefined)
→ 5%, -8%, -3%, -4%, 8%, -16%, 24%
30	Cc1ccc(Nc2nc(-c3ccc(S(=O)(=O)N4CCOCC4)cc3)cs2)cc1Cl
→ 1%, ?, -1%, 0%, 4%, ., -9%
31	CCOC(=O)/C(N=Nc1c(Br)cc(Br)cc1Br)=C(\C)O
→ -1%, -2%, -1%, 10%, -2%, 6%, 37%[activator][38.3 µM]
32	COc1cc(C)c2c(=O)cc(-c3ccccc3)oc2c1
→ ., ., 8%, 6%, ., ., 2%

Some of the compounds tested, so the mix of outcomes need not match the whole.
